NPY2 pot ag = potentiates or activates human NPY-Y2 receptor; P49146; AID 1359; activation, % at 3.6 µM; 220,000 compounds, 0.45% hits; cells expressing NPY-Y2, potentiator/agonist read-out; in the data active = activation above about 27%;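 note: cells stimulated with NPY near EC25 plus isoproterenol at EC100; 0% = vehicle plus submaximal agonist and 100% = vehicle plus saturating agonist; some results beyond the cut were filed as inactive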
Ba/F3 V617F tox = lowers viability of Ba/F3 cells expressing EpoR and JAK2V617F; AID 1446; 220,000 compounds, 1.1% hits; ATP luminescence; inhibition, % at 5.6 µM;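 active = inhibition above the campaign mean plus 3 SD over all tested compounds, cut at about 24% in these data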;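 note: cytokine-independent growth of Ba/F3 cells driven by EpoR plus mutant JAK2; 0% = DMSO-treated cells and 100% = JAK inhibitor I control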
NPY-Y1 antag = NPY-Y1 (human) receptor antagonism; P25929; HEK293-CNG Y1 cells, membrane potential fluorescence; NPY at EC95, then isoproterenol; inhibition, % at 3.6 µM; 200,000 compounds, 1% hits; AID 1040;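 active = inhibition above the campaign mean inhibition of all tested compounds plus 3 SD, cut at about 20% in these data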;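 note: 0% = DMSO wells given NPY plus isoproterenol and 100% = isoproterenol alone without NPY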
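Test system – HEK293 Y1/CNG channel cell line · Also added – NPY agonist 25 nM, then isoproterenol 1 µM plus Ro 20-1724 25 µM · Compound dosing – one concentration, 3.6 µM, in 0.4% DMSO · Schedule – compound incubation 1 h at room temperature, readout 45 min post-stimulation · Technique – fluorescence, membrane potential probe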
S1P4 ag = activates the human S1P4 receptor. O95977. S1P4-expressing cell line, agonist reporter assay. activation, % at 4.98 µM. 220,000 compounds, 0.35% hits; in the data active = activation above about 11%;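 note: 0% = DMSO vehicle and 100% = reference agonist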
NPY-Y1 PAM-ag = potentiators or agonists of human neuropeptide Y receptor Y1. NPY-Y1 expressing cells, potentiator/agonist activation. 220,000 compounds, 0.37% hits. AID 1304. activation, % at 3.6 µM. P25929; in the data active = activation above about 33%, passing the limit was not always enough;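 note: cells stimulated with NPY at EC10 then isoproterenol at EC100; 0% = low agonist plus stimulus and 100% = saturating agonist plus stimulus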
Runt-CBFb FRET = Runt domain-CBFb interaction inhibition; Q01196+Q13951; Cerulean-Runt/Venus-CBFb FRET ratio 530/480, 1 h; inhibition, % at 20 µM; 220,000 compounds, 0.46% hits; AID 1496;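 active = inhibition over about 50% at 20 µM in the single-dose screen, limit read from the data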;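 note: 0% = DMSO wells and 100% = excess unlabeled CBFb competitor control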
Target sequence (Q01196 whole entry, looked up, the tested form may be a part): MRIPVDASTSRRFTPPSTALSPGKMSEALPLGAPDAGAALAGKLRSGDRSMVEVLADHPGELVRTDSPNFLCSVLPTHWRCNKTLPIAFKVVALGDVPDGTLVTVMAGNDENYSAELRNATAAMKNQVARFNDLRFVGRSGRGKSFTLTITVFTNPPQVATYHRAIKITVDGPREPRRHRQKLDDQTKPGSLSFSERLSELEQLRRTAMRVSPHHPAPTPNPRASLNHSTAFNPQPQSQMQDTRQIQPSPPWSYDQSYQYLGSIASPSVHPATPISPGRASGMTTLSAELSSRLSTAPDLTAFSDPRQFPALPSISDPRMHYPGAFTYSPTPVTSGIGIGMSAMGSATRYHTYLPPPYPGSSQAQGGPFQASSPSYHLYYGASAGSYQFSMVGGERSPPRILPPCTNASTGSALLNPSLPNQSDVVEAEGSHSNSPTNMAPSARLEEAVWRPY
Target sequence (Q13951 whole entry, looked up, the tested form may be a part): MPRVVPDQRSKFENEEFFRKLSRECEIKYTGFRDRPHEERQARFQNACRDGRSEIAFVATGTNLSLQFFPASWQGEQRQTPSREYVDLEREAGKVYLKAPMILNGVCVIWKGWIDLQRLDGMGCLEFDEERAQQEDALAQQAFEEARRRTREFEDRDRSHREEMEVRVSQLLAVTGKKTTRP
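test system = Cerulean-Runt domain fusion protein, energy donor | probe or stimulus = Venus-CBFb binding partner, 100 nM | incubation = two 1 h room-temperature incubations shielded from light | detection = fluorescence energy transfer, 422 nm excitation, 530/480 nm emission | measure = loss of energy transfer signal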
RBBP9 inhibitor = blocks human serine hydrolase RBBP9; recombinant RBBP9, FP-Rh probe fluorescence polarization; O75884; 220,000 compounds, 0.2% hits; inhibition, % at 7.94 µM;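 active = inhibition above the campaign mean of all tested compounds plus 3 SD, cut at about 14% in these data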;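 note: plate controls were DMSO wells with RBBP9 for no effect and wells lacking RBBP9 protein for full effect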
Target sequence (O75884 whole entry, looked up): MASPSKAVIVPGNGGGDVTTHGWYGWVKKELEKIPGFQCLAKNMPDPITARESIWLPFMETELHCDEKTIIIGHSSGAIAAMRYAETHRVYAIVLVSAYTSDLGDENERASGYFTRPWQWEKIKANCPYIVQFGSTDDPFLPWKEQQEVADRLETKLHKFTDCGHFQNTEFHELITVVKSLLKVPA
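Assay system: recombinant human RBBP9; Reagent: Serine-hydrolase probe FP-Rh, 375 nM pre-mixing; Doses: 7.94 µM single dose, 0.794% DMSO; Incubation: 30 min then 45 min, 25 °C; Detection: fluorescence polarization (mP), excitation 525 nm, emission 598 nm; Evaluation: percent inhibition from mP, scaled between DMSO and no-protein wells.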
BaF3 parental = counter-screen for JAK2V617F inhibitors: parental Ba/F3 viability inhibitors; inhibition, % at 5.6 µM; 220,000 compounds, 1.1% hits; AID 1486; CellTiter-Glo ATP luminescence;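 active = inhibition above a per-campaign cutoff, the mean inhibition of all tested compounds plus 3 SD, cut at about 27% in these data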;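 note: 0% = DMSO wells and 100% = JAK Inhibitor I control wells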
S1P4 antagonist = blocks the human S1P4 receptor; AID 1510; S1P4-expressing cells, antagonist mode, reporter read-out; O95977; inhibition, % at 4.98 µM; 220,000 compounds, 0.26% hits; in the data active = inhibition above about 29%;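 note: 0% = wells stimulated with agonist and 100% = vehicle wells without agonist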
The depositor's hits bear a star.

Sample of the layout (three entries):
For CCN(CC)CCNc1ccc2nnc(CCNS(=O)(=O)c3ccc(C)cc3)n2n1 the results were NPY2 pot ag -7, Ba/F3 V617F tox -5, NPY-Y1 antag -5, S1P4 ag -0.3, NPY-Y1 PAM-ag 20, Runt-CBFb FRET 0, RBBP9 inhibitor -4, BaF3 parental -3 and S1P4 antagonist 7.
Screening CC(=O)c1cccc(NC(=O)CSCc2ccccc2)c1 returned NPY2 pot ag 6, Ba/F3 V617F tox 2, NPY-Y1 antag -4, S1P4 ag 2.0, NPY-Y1 PAM-ag -14, Runt-CBFb FRET 1, RBBP9 inhibitor 5, BaF3 parental 6 and S1P4 antagonist -2.
`COc1ccccc1/C=N/Nc1cc(C)nc(N2CCOCC2)n1` gave NPY2 pot ag 8, Ba/F3 V617F tox -4, S1P4 ag -0.1, NPY-Y1 PAM-ag 10, Runt-CBFb FRET 1, RBBP9 inhibitor 6, BaF3 parental -2 and S1P4 antagonist 14.

The list itself (from the top)
For CCN(CC)CCNc1ccc2nnc(CCNS(=O)(=O)c3ccc(C)cc3)n2n1 the results were NPY2 pot ag -7, Ba/F3 V617F tox -5, NPY-Y1 antag -5, S1P4 ag -0.3, NPY-Y1 PAM-ag 20, Runt-CBFb FRET 0, RBBP9 inhibitor -4, BaF3 parental -3 and S1P4 antagonist 7.
Screening CC(=O)c1cccc(NC(=O)CSCc2ccccc2)c1 returned NPY2 pot ag 6, Ba/F3 V617F tox 2, NPY-Y1 antag -4, S1P4 ag 2.0, NPY-Y1 PAM-ag -14, Runt-CBFb FRET 1, RBBP9 inhibitor 5, BaF3 parental 6 and S1P4 antagonist -2.
`COc1ccccc1/C=N/Nc1cc(C)nc(N2CCOCC2)n1` gave NPY2 pot ag 8, Ba/F3 V617F tox -4, S1P4 ag -0.1, NPY-Y1 PAM-ag 10, Runt-CBFb FRET 1, RBBP9 inhibitor 6, BaF3 parental -2 and S1P4 antagonist 14.
Cc1cc(C)nc(N2CCC(CNC(=O)CCc3ccccc3)CC2)n1 was read as NPY2 pot ag -10, Ba/F3 V617F tox 0, NPY-Y1 antag -1, S1P4 ag -1.0, NPY-Y1 PAM-ag 20, Runt-CBFb FRET -1, RBBP9 inhibitor -7, BaF3 parental 3 and S1P4 antagonist -1.
`O=C(Nc1nonc1NC(=O)c1cccs1)c1cccs1` gave NPY2 pot ag 31*, Ba/F3 V617F tox -3, NPY-Y1 antag 6, S1P4 ag 0.6, NPY-Y1 PAM-ag -13, Runt-CBFb FRET 0, RBBP9 inhibitor -5, BaF3 parental -2 and S1P4 antagonist -41.
`CSc1nc(-c2ccccc2)[nH]c(=S)c1C(C)=O` gave NPY2 pot ag 6, Ba/F3 V617F tox -3, NPY-Y1 antag -3, S1P4 ag -3.7, NPY-Y1 PAM-ag 3, Runt-CBFb FRET -1, RBBP9 inhibitor 7, BaF3 parental 4 and S1P4 antagonist -10.
Screening NC(=S)NC1CCS(=O)(=O)C1 (centres undefined) returned NPY2 pot ag 0, Ba/F3 V617F tox -1, NPY-Y1 antag -5, S1P4 ag -0.2, NPY-Y1 PAM-ag 3, Runt-CBFb FRET 0, RBBP9 inhibitor 0, BaF3 parental -3 and S1P4 antagonist -15.
`Cc1cccc(N2CCN(c3ccc(NC(=O)/C=C(/C(=O)O)c4ccccc4)cc3)CC2)c1` gave NPY2 pot ag 14, Ba/F3 V617F tox -3, NPY-Y1 antag 5, S1P4 ag 0.0, NPY-Y1 PAM-ag 24, Runt-CBFb FRET 0, RBBP9 inhibitor -3, BaF3 parental 1 and S1P4 antagonist 0.
Screening Cc1[nH]nc(SCC(=O)NC2CCCC2)c1[N+](=O)[O-] returned NPY2 pot ag 4, Ba/F3 V617F tox -3, NPY-Y1 antag 6, S1P4 ag 0.3, NPY-Y1 PAM-ag -7, Runt-CBFb FRET 0, RBBP9 inhibitor -5, BaF3 parental 4 and S1P4 antagonist 9.
Cc1ccc(/C=N/N2C(=O)c3ccccc3NC2c2ccc(C)cc2)cc1 (centres undefined) was read as NPY2 pot ag -1, Ba/F3 V617F tox 0, NPY-Y1 antag 3, S1P4 ag 1.5, NPY-Y1 PAM-ag 2, Runt-CBFb FRET 2, RBBP9 inhibitor -3, BaF3 parental 4 and S1P4 antagonist -12.
Screening COc1ccc2[nH]c(=O)c(CN(Cc3nnnn3CCc3ccccc3)CC3CCCO3)cc2c1 (centres undefined) returned NPY2 pot ag -10, Ba/F3 V617F tox 8, NPY-Y1 antag 0, S1P4 ag -0.7, NPY-Y1 PAM-ag 4, Runt-CBFb FRET -15, RBBP9 inhibitor -8, BaF3 parental 5 and S1P4 antagonist -7.
`CCC1CCCCN1C(=S)Nc1ccc(C(C)=O)cc1` (centres undefined) gave NPY2 pot ag 14, Ba/F3 V617F tox 0, NPY-Y1 antag 1, S1P4 ag 0.1, NPY-Y1 PAM-ag 0, Runt-CBFb FRET 1, RBBP9 inhibitor 1, BaF3 parental 0 and S1P4 antagonist 6.
COc1ccc(/C=C/c2cc(C(F)(F)F)[nH]c(=O)n2)cc1OC was read as NPY2 pot ag -2, Ba/F3 V617F tox 0, NPY-Y1 antag 6, S1P4 ag 1.3, NPY-Y1 PAM-ag -10, RBBP9 inhibitor -8, BaF3 parental -4 and S1P4 antagonist 1.
`Cc1cnc(NC(=O)CSc2ccccc2)s1` gave NPY2 pot ag -21, Ba/F3 V617F tox 1, NPY-Y1 antag 0, S1P4 ag 1.8, NPY-Y1 PAM-ag 11, Runt-CBFb FRET 1, RBBP9 inhibitor -2, BaF3 parental 3 and S1P4 antagonist -8.
For N#Cc1cc(-c2ccc(Cl)cc2)cn(Cc2c(Cl)cccc2Cl)c1=O the results were NPY2 pot ag -3, Ba/F3 V617F tox 5, NPY-Y1 antag 1, S1P4 ag -2.2, NPY-Y1 PAM-ag -18, Runt-CBFb FRET -1, RBBP9 inhibitor -3, BaF3 parental 5 and S1P4 antagonist -6.
`COc1ccc(C)cc1NC(=O)c1cc2cc3ccc(C)cc3nc2o1` gave NPY2 pot ag -3, Ba/F3 V617F tox -1, NPY-Y1 antag -3, S1P4 ag 1.2, NPY-Y1 PAM-ag -9, Runt-CBFb FRET 1, RBBP9 inhibitor -3, BaF3 parental 3 and S1P4 antagonist -18.
COc1ccc(CNC(=O)Nc2ccc3c(c2)N(C)C(=O)CS3)cc1 was read as NPY2 pot ag 4, Ba/F3 V617F tox 2, NPY-Y1 antag 4, S1P4 ag -0.3, NPY-Y1 PAM-ag -6, Runt-CBFb FRET -1, RBBP9 inhibitor -4, BaF3 parental 3 and S1P4 antagonist 13.
COC(=O)c1sccc1NC(=O)CSCCc1ccncc1 was read as NPY2 pot ag 6, Ba/F3 V617F tox -4, NPY-Y1 antag 0, S1P4 ag 1.2, NPY-Y1 PAM-ag 9, Runt-CBFb FRET -1, RBBP9 inhibitor 2, BaF3 parental 1 and S1P4 antagonist -15.
Cc1ccsc1CN1CC(=O)N(c2c(C)cccc2C)C1=S was read as NPY2 pot ag 4, Ba/F3 V617F tox 0, NPY-Y1 antag 0, S1P4 ag 0.6, NPY-Y1 PAM-ag 19, Runt-CBFb FRET 1, RBBP9 inhibitor -7, BaF3 parental -1 and S1P4 antagonist 26.
COc1cc(-c2noc(CCCC(=O)Nc3ccc(C(N)=O)cc3)n2)cc(OC)c1OC was read as NPY2 pot ag -7, Ba/F3 V617F tox -2, S1P4 ag -2.2, NPY-Y1 PAM-ag -14, Runt-CBFb FRET 0, RBBP9 inhibitor -11, BaF3 parental -4 and S1P4 antagonist 14.
CC(=O)N=C1SC2CS(=O)(=O)CC2N1c1ccccc1Cl (centres undefined) was read as NPY2 pot ag -8, Ba/F3 V617F tox -2, NPY-Y1 antag 7, S1P4 ag 2.9, NPY-Y1 PAM-ag 16, Runt-CBFb FRET 0, RBBP9 inhibitor -6, BaF3 parental 3 and S1P4 antagonist 0.
`CN(C)S(=O)(=O)c1cccc(C(=O)OCC(=O)c2c(N)n(C)c(=O)n(C)c2=O)c1` gave NPY2 pot ag -10, Ba/F3 V617F tox -3, NPY-Y1 antag -2, S1P4 ag 1.0, NPY-Y1 PAM-ag 9, Runt-CBFb FRET -2, RBBP9 inhibitor -5, BaF3 parental -2 and S1P4 antagonist -15.
`CN(C)CCNc1nc2sc3c(c2c(=O)n1-c1ccc(F)cc1)CCCCC3` gave NPY2 pot ag -3, Ba/F3 V617F tox 1, S1P4 ag -1.1, NPY-Y1 PAM-ag 9, Runt-CBFb FRET 8, RBBP9 inhibitor -4, BaF3 parental 2 and S1P4 antagonist -8.
Cc1nnc(N2C(=O)C(O)=C(C(=O)c3ccco3)C2c2ccc(C(C)(C)C)cc2)s1 (centres undefined) was read as NPY2 pot ag -22, Ba/F3 V617F tox 3, NPY-Y1 antag 7, S1P4 ag -3.6, NPY-Y1 PAM-ag -10, Runt-CBFb FRET -8, RBBP9 inhibitor -4, BaF3 parental 1 and S1P4 antagonist -10.
For C=CCN1C(=O)C2(C(C#N)=C(N)Oc3n[nH]c(CCC)c32)c2ccccc21 (centres undefined) the results were NPY2 pot ag -7, Ba/F3 V617F tox -3, NPY-Y1 antag -2, S1P4 ag -1.3, NPY-Y1 PAM-ag -1, Runt-CBFb FRET 0, RBBP9 inhibitor -2, BaF3 parental 0 and S1P4 antagonist -4.
For COc1ccc(C=O)cc1COc1ccccc1F the results were NPY2 pot ag -5, Ba/F3 V617F tox -4, NPY-Y1 antag -2, S1P4 ag -0.1, NPY-Y1 PAM-ag -15, Runt-CBFb FRET -2, RBBP9 inhibitor -8, BaF3 parental -2 and S1P4 antagonist -9.
`CN1CCN(/N=C2/C(=O)Nc3ccc([N+](=O)[O-])cc32)CC1` gave NPY2 pot ag 5, Ba/F3 V617F tox 2, NPY-Y1 antag 5, S1P4 ag 1.4, NPY-Y1 PAM-ag 5, Runt-CBFb FRET -3, RBBP9 inhibitor -6, BaF3 parental 9 and S1P4 antagonist 1.
For c1ccc(COc2ccccc2CNCc2cccnc2)cc1 the results were NPY2 pot ag -4, Ba/F3 V617F tox -2, NPY-Y1 antag 10, S1P4 ag -1.6, NPY-Y1 PAM-ag 11, Runt-CBFb FRET 2, RBBP9 inhibitor -13, BaF3 parental 3 and S1P4 antagonist 5.
For COc1ccc2cc(C#N)c(SCC(=O)N3CCCC3)nc2c1 the results were NPY2 pot ag -4, Ba/F3 V617F tox 4, NPY-Y1 antag 6, S1P4 ag -0.2, NPY-Y1 PAM-ag 1, Runt-CBFb FRET 2, RBBP9 inhibitor -7, BaF3 parental 8 and S1P4 antagonist 4.
For CCN(CC)S(=O)(=O)c1ccc(C(=O)NCc2ccc3c(c2)cc(C)n3C)cc1 the results were NPY2 pot ag 5, Ba/F3 V617F tox -4, NPY-Y1 antag 2, S1P4 ag 1.3, NPY-Y1 PAM-ag 7, Runt-CBFb FRET -2, RBBP9 inhibitor 1, BaF3 parental 1 and S1P4 antagonist -28.

From PubChem
